# CDK5 p35 inh: CDK5/p35 (human) kinase inhibition; Recombinant CDK5/p35, ADP-Glo luminescence, 60 min; inhibition, % at 10 µM; actives 0.01% (n = 330,000);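 active = highest replicate inhibition of at least 50% and at least 75% of replicates reaching 50%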;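 note: plate controls were DMSO neutral control for no effect and GW8510 at 10 µM for full effect; many of its hits are not listed in these tables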
# Target sequence (Q00535 whole entry, looked up): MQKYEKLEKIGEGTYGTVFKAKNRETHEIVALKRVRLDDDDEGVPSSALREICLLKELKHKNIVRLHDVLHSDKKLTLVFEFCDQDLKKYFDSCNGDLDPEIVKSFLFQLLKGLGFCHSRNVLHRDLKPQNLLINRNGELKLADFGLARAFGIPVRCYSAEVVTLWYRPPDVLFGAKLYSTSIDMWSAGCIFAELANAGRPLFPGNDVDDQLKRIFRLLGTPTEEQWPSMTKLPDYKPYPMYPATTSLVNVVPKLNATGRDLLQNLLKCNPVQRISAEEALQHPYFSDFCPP
# Target sequence (Q15078 whole entry, looked up): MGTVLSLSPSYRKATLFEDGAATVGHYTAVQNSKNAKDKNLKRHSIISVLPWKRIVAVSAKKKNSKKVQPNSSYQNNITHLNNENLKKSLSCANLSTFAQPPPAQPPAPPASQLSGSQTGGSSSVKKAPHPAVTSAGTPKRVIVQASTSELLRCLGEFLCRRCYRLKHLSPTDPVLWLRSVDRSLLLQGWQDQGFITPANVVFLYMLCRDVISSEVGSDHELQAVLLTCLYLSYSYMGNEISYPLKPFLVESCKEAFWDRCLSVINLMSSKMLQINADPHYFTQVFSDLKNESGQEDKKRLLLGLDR
# CAL PDZ FP-1: CAL PDZ (human) peptide binding inhibition. AID 602252. inhibition, % at 24.9 µM. actives 0.92% (n = 300,000). purified CAL PDZ, TMR-peptide fluorescence polarization, 1 h;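 active = mean inhibition of at least 30% with at least half of replicates also reaching 30%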;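 note: 0% = DMSO neutral control and 100% = excess unlabeled competitor peptide PRC23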
# V-ATPase pH: regulators of yeast V-ATPase proton transport; S. cerevisiae, pHLuorin cytosolic pH fluorescence; response, % at 10 µM; actives 0.37% (n = 350,000); in the data active = response mostly above about 7.3%, no sharp cut-off; inactive = mostly below about 5.4%; note: actives read high; inactives centre near 0; some compounds called inactive have numbers as strong as hits
# dFosB activator: activators of mouse delta FosB homodimer | P13346 | activation, % at 25 µM | purified delta FosB, TAMRA-CDK5 oligo fluorescence polarization; percent of positive-control signal above neutral wells | AID 493131 | actives 0.99% (n = 340,000);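 active = mean activation above about 17%, with every replicate also reaching it, limit read from the data, passing the limit was not always enough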;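 note: fluorescence polarization rise as delta FosB binds a TAMRA Cdk5 AP-1 oligo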
# Target sequence (P13346 whole entry, looked up): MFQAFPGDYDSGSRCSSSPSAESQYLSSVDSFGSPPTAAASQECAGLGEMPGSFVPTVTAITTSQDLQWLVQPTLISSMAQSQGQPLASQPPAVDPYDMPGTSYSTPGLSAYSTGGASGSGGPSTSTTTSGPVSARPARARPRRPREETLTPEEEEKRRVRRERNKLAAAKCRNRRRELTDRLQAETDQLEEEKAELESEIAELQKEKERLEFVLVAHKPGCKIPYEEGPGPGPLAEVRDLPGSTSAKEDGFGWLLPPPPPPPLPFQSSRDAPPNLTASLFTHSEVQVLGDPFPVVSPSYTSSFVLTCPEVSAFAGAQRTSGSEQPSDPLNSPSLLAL
# Wnt bcat act: Wnt/beta-catenin pathway activation; Wnt/beta-catenin reporter cell assay, activator, plate reader; activation, % at 9.35 µM; actives 1.2% (n = 300,000); in the data active = activation above about 30%, passing the limit was not always enough;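 note: 0% = neutral control wells and 100% = positive control wells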
# MITF TRPM1 HTS: increases MITF-driven TRPM1 promoter luciferase signal; activation, % at 12.5 µM; SK-MEL-5 TRPM1-promoter luciferase, 24 h; % of positive control, neutral wells = 0; actives 0.75% (n = 300,000); AID 588334;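 active = mean activation of at least 80% with every replicate also reaching 80%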;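 note: 0% = neutral control wells and 100% = parthenolide positive control wells; values of inactives mirror those of a sister screen read the other way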
# Rtt109 Vps75: C. albicans Rtt109 histone acetyltransferase inhibition | purified Rtt109/Vps75, ThioGlo CoA-SH fluorescence, 4 h | inhibition, % at 34.9 µM | actives 0.16% (n = 330,000);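 active = inhibition of at least 50% in every replicate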
# CAL PDZ FP-2: inhibitors of human CAL PDZ peptide binding | Q9HD26 | purified CAL PDZ, TMR-peptide fluorescence polarization, 1 h | inhibition, % at 20 µM | actives 0.02% (n = 330,000) | AID 504414;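 active = highest replicate inhibition of at least 40%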;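 note: plate controls were DMSO neutral control wells for no effect and unlabeled competitor peptide control wells for full effect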
#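 Read-out basis: mP drop reported as inhibition | Assay system: Tagged CAL PDZ protein CerCALP, purified | Benchmarks: Unlabelled peptide for full inhibition, DMSO wells as neutral | Schedule: 1 h incubation at room temperature before polarization reading | Buffer or medium: Sodium phosphate/NaCl buffer pH 7.4 with TCEP, IgG, Thesit | Doses: Single point, 20 µM | Measured by: Fluorescence polarization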
# RTF Ca sens act: increases calcium sensitivity of human cardiac regulated thin filaments | AID 493008 | P19429+P45379 | activation, % at 7.2 µM | IANBD-labeled TnC RTF fluorescence at EC20 calcium; 0% EC20 calcium, 100% full calcium | actives 0.24% (n = 340,000);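 active = activation above the mean over all tested compounds plus 3 SD, cut at about 30% in these data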;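 note: rise in fluorescence read as greater calcium sensitivity of cardiac thin filaments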
# Tat export inh: inhibitors of E. coli Tat protein transport; E. coli MC4100 TorA-mCherry Tat export, fluorescence; inhibition, % at 10 µM; actives 0.036% (n = 340,000); AID 488895;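 active = mean replicate inhibition at least 50% and at least half of replicates individually reaching 50%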;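 note: exported cargo escapes ClpAP degradation while cytoplasmic cargo is degraded and loses fluorescence; 0% = median of neutral control wells and 100% = median of NaSCN control wells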
# * marks the source's active call; other numbers are inactive results; . = no result given; & = joins results of further samples. Not all compounds are listed; count on the stated rates, not on these rows.
# The opening 3 compounds, ahead of the listing:
SMILES,CDK5 p35 inh,CAL PDZ FP-1,V-ATPase pH,dFosB activator,Wnt bcat act,MITF TRPM1 HTS,Rtt109 Vps75,CAL PDZ FP-2,RTF Ca sens act,Tat export inh
Cc1cc(Cl)ccc1C(=O)C1CCCN(Cc2ccon2)C1 (centres undefined),-4.5,.,-1,-2,0,11,-10,-0.3,5,-2
CC(=O)O[C@@H]1[C@H]2CC[C@@H]3[C@]1(C[C@@H](OC(C)=O)[C@@]1(O)C([C@@H]4O[C@@H]4C1(C)C)[C@]3(C)O)C[C@@]2(C)O (some centres undefined),-4.0,0,-6,-1,-3,-3,-3,-0.1,2,-3
Nc1nnc(CCN2CCCCC2)s1,0.5,-2,4,5,0,3,7,-0.1,-4,1

# The list itself, from the start:
SMILES,CDK5 p35 inh,CAL PDZ FP-1,V-ATPase pH,dFosB activator,Wnt bcat act,MITF TRPM1 HTS,Rtt109 Vps75,CAL PDZ FP-2,RTF Ca sens act,Tat export inh
Cc1cc(Cl)ccc1C(=O)C1CCCN(Cc2ccon2)C1 (centres undefined),-4.5,.,-1,-2,0,11,-10,-0.3,5,-2
CC(=O)O[C@@H]1[C@H]2CC[C@@H]3[C@]1(C[C@@H](OC(C)=O)[C@@]1(O)C([C@@H]4O[C@@H]4C1(C)C)[C@]3(C)O)C[C@@]2(C)O (some centres undefined),-4.0,0,-6,-1,-3,-3,-3,-0.1,2,-3
Nc1nnc(CCN2CCCCC2)s1,0.5,-2,4,5,0,3,7,-0.1,-4,1
Cc1cccc(C#N)c1,0.4,-7,0,-8,1,1,-3,-0.4,-8,4
CCCCOc1ccc(CC2C(=O)N(C)C(=O)N(C)C2=O)cc1,0.4,-4,-5,-7,.,12,2,-0.3,-5,1
O=C(NC1CC2CCCC(C1)N2)c1ccccc1 (centres undefined),-1.7,-2,2,-2,-1,.,3,-0.4,-1,-7
COc1ccc(CN2Cc3cnnn3-c3ccccc3C2C)cc1 (centres undefined),-0.6,-4,3,-7,-2,-2,7,0.1,-6,8
O=C1NC(=O)C(CCc2ccncc2)(C2CCCCC2)C(=O)N1,-1.3,-2,0,-10,.,-13,-5,1.4,0,-8
O=C1NC(=O)C(=Cc2ccc(N3CCN(C(=O)c4ccccc4)CC3)c([N+](=O)[O-])c2)C(=O)N1,5.0,-1,1,-4,.,-20,.,-2.4,-5,4
Cc1cc(/C=C2/C(=O)NC(=O)N(c3ccc(Br)cc3)C2=O)c(C)n1C,-0.3,-4,-6,0,0,.,3,0.1,1,3
CCC1CCC(C)N(N=O)C1 (centres undefined),-4.0,.,1,-3,-3,4,2,0.1,2,4
COc1ccc(Br)cc1CNCCc1ccc2c(c1)OCO2,0.9,-3,3,-2,1,-7,-3,-0.4,-2,-2
CN1CC[C@@]2(C)c3cc(O)ccc3N(C)C2O1 (some centres undefined),-0.9,-1,0,-4,.,-5,-3,-1.5,2,-3
C[N+]1(C)[C@@H]2CC(OC(=O)[C@H](CO)c3ccccc3)C[C@H]1[C@@H]1O[C@@H]12 (some centres undefined),-0.7&0.1,-1,-4&-1,3&5,-2&1,9&3,2&2,-0.7&0.1,-2&-3,-8&1
CC(=O)Nc1ccccc1C(=O)OCc1ccc(F)cc1,-0.8,-2,-2,-9,0,25,2,0.3,4,0
CC1(C)C(=O)CC[C@@]2(C)C1=CCC1C2CC[C@]2(C)C(=O)CCC12 (some centres undefined),-7.0,-2,1,-5,0,8,0,-1.2,11,16
CNC(=O)NC(O)C(Cl)(Cl)Cl (centres undefined),-0.4,-1,0,0,-1,-8,-7,-0.5,0,3
CC12CCC(=O)CC1CCC1C2C(=O)CC2(C)C1CCC2(C)O (centres undefined),-0.8,-5,2,1,-4,3,1,-0.8,3,-11
COC(=O)C1=C(c2ccc(F)cc2OCc2ccccc2)C[C@@H]2CC[C@H]1N2C(=O)NCc1ccc(Br)cc1,0.0,-5,0,-4,-7,-7,-3,-0.2,6,-7
O=C(Cc1ccccc1)N1CCN(Cc2c[nH]c3ccccc23)CC1,-2.8,-1,4,0,-1,.,19,0.2,4,-4
Clc1ccccc1NC1=NCCCS1,-1.1,-4,0,7,-2,3,-7,-2.4,-1,9
COC(=O)C1=C(c2cccc(C#N)c2)C[C@@H]2CC[C@H]1N2C(=O)NCC1CC1,-0.6,-2,-5,9,-2,0,3,0.8,1,-10
COC(=O)C1=C(c2ccc(OCc3ccccc3)cc2)C[C@@H]2CC[C@H]1N2C(=O)NCc1ccc(N(C)C)cc1,0.1,-2,-6,-12,-4,-9,-4,0.0,3,-3
COC(=O)C1=C(c2ccc3ccccc3c2)C[C@@H]2CC[C@H]1N2C(=O)NCC1CC1,1.3,-4,-4,-8,-8,-6,3,-0.7,-4,-8
O=C1CN=C(c2ccc[nH]2)c2cc(Cl)ccc2N1,-0.1,-1,1,-1,-8,15,-3,-1.3,-9,1
O=C(Cc1ccccc1)NC(Oc1ccccc1Cl)C(Cl)(Cl)Cl (centres undefined),.,-5,-1,-11,.,-7,-8,0.4,4,-2
CN1CCC(n2nccc2N)CC1,-1.8,4,-2,2,.,-9,1,-2.1,3,5
O=C1NC(=O)C(=Cc2ccc(N3CCOCC3)cc2)C(=O)N1,-1.4,0,4,-1,0,3,10,0.2,-2,-5
CC12CN3CC(C)(CN(C1)C3c1cccnc1)C2=O (centres undefined),-0.4,1,1,4,-2,4,-11,-1.6,-6,-6
Cc1ccc2[nH]c(C)c(CCNCc3cccnc3)c2c1,-0.6,-3,-1,-3,1,-5,13,-2.9,-4,-5
COC12CCC3(CC1C(C)(O)C(C)(C)C)[C@H]1Cc4ccc(OC5OC(C(=O)O)[C@@H](O)C(O)[C@H]5O)c5c4[C@@]3(CCN1CC1CC1)C2O5 (some centres undefined),0.3,1,2,-6,-4,3,16,0.2,-1,12
c1ccc(-c2cc(-c3ccccc3)[n+](-c3ccccc3)c(-c3ccccc3)c2)cc1,-2.3,-11,6,-13,-1,-92,1,-1.5,7,1
O=C1NC(=O)C(=Cc2ccc(-c3ccccc3[N+](=O)[O-])o2)C(=O)N1,1.1,-15,2,-9,9,.,11,-4.5,1,-2
Cc1cc(C)[n+](CCCC[n+]2c(C)cc(C)cc2C)c(C)c1,0.3,2,0,-8,-4,1,-1,-1.2,-5,-8
Cc1cccc(-n2c(O)c(/C=N/Nc3nc4c(c(=O)n(C)c(=O)n4C)n3C)c(=O)[nH]c2=S)c1,4.8,-5,0,-27,2,-11,5,-0.6,3,8
CC(C)(C)c1nc(NCc2ccc3c(c2)OCO3)c2nnn(Cc3ccccc3Cl)c2n1,-0.7,-3,-1,-5,-1,-9,2,-2.1,-5,2
CCCC(=O)NC(Oc1ccc(OC)cc1)C(Cl)(Cl)Cl (centres undefined),-0.6,-4,-3,2,-2,-5,3,-1.6,-3,-6
O=c1[nH]c(=O)n(CCC2=CCCCC2)c(O)c1C=NCCN1CCNCC1,-2.6,0,2,-9,.,.,-8,0.2,4,0
C[C@]12CCC3[C@@H](CCC4=CC(=O)CC[C@@]43C=O)C1CCC2=O (some centres undefined),0.5,-1,-1,0,0,-1,1,0.5,-2,-11
CCn1c(P(C)(=O)O)nc2ccccc21,-1.4,-2,0,-4,-5,-10,-9,-0.8,-4,2
COc1ccc(CCNCc2ccncc2)cc1,1.3,-1,1,5,.,6,1,0.8,-2,-9
Cc1ccc(N=Cc2c(O)n(-c3ccc(C)cc3)c(=O)[nH]c2=O)cc1,0.2,-2,-2,2,0,14,-2,0.9,9,-6
CC(C)n1c(=O)c(C=Nc2ccc(F)cc2)c(O)n(Cc2ccco2)c1=O,1.1,-1,2,-9,-4,-3,2,-1.8,3,3
C=C(CC1CC(O)[C@]2(C)OC3CC4OC5C[C@]6(C)O[C@]7(C)CCC8OC9C[C@]%10(C)OC%11C(C)=CC(=O)OC%11CC%10OC9C[C@@H](C)C8OC7CC6O[C@]5(C)C/C=C\C4OC3CC2O1)C(=O)O (some centres undefined),-1.0,-2,1,-13,0,-3,-1,-0.3,0,5
Cc1cc2c(cc1C)NP(=S)(c1ccccc1)N2,-0.1,5,2,-7,-3,71,5,-0.3,7,-2
CCC(C)(C)n1nnnc1C(c1cccs1)N1CC=C(c2ccc(F)cc2)CC1 (centres undefined),0.8,3,3,-4,.,4,7,0.0,-3,-7
CCOC(=O)CNC(=O)CNC(=O)C(Cc1ccc(N(CCCl)CCCl)cc1)NC(C)=O (centres undefined),-3.7,2,-2,-2,0,-2,6,-0.2,2,-6
CCC1CN2CCc3cc(OC)c(OC)cc3C2CC1CC1NCCc2c1[nH]c1ccc(O)cc21 (centres undefined),1.6,0,-1,29*,-10,.,-4,-0.5,-2,-6
O=C1CC(N2CCC(n3c(=O)[nH]c4ccccc43)CC2)C(=O)N1Cc1ccccc1 (centres undefined),-0.1,-1,-1,-2,.,-10,4,-0.4,3,-2
C=C1[C@@H](OC(C)=O)[C@]23C[C@@H]1[C@@H](OC(C)=O)CC2[C@]12C4C[C@H]3[C@H]1N(CC)C[C@]4(C)CC[C@@H]2O (some centres undefined),-0.7,-4,0,5,0,.,12,0.1,3,1
COc1ccc(N2C(=O)/C(=C/c3cc(C)n(-c4ccc(C)cn4)c3C)C(=O)NC2=S)c(OC)c1,0.8,0,-3,-6,.,-12,16,-1.7,2,-2
CCC(=NCc1cccnc1)c1c(O)n(-c2ccc(C)cc2)c(=O)[nH]c1=O,1.8,6,1,-2,-1,1,3,-0.7,7,1
O=C(O)c1[nH]c(=O)[nH]c(=O)c1F,-0.9,-4,-1,-7,11,9,-2,0.3,-3,-2
CCOCCc1c(O)[nH]c(=S)[nH]c1=O,-9.4,-2,-2,-3,0,7,-1,-0.1,-4,4
Fc1ccc(CCNCc2cccc(Cl)c2)cc1,3.4,-3,-1,-5,.,-3,-2,-0.6,2,-3
C=CCN1C(=O)C2(C(C(=O)OCC)=C(N)Oc3ccccc32)c2c1c1ccccc1oc2=O (centres undefined),-0.9,-2,-2,-8,-4,.,15,-1.4,1,0
COC(=O)CC1=C(C(=O)OC)C2(C(=O)N(C)c3ccccc32)C(C#N)=C(N)O1 (centres undefined),0.0,-4,-3,1,-4,.,-6,-0.2,9,0
CCn1c(O)c(C(=O)CC2NCCc3ccccc32)c(=O)n(CC)c1=S (centres undefined),0.8,-3,0,-3,-1,4,3,0.4,20,34
CN1CCc2cc3c(cc2[C@H]1[C@@H]1OC(=O)c2c1ccc1c2OCO1)OCO3,-0.4,2,1,-3,-1,6,-4,-0.1,0,2
Cn1c(O)c(C(=NCCc2c[nH]c3ccccc23)c2ccccc2)c(=O)n(C)c1=O,-2.4,.,1,0,0,1,6,-0.7,2,-3
OCC(Cl)CCl (centres undefined),-0.1,-1,5,0,2,15,7,0.0,5,23
O=C1NC(=O)C(Sc2ccccc2[N+](=O)[O-])C(=O)N1,2.2,1,-1,-4,0,-16,86*,-1.3,-3,-1
C[C@@H]1C(=O)O[C@@H]2[C@H](O)C34[C@@H]5OC(=O)C3(O[C@H]3OC(=O)[C@H](O)C34[C@H](C(C)(C)C)[C@H]5O)[C@@]12O (some centres undefined),0.7,0,3,-5,2,17,15,0.0,-9,0

# Bioassay records as filed in PubChem BioAssay.
